Screening results: PubChem, several laboratories
MEKK2wt PB1 HTS: raises or lowers MEK5 binding to wildtype human MEKK2 PB1 domain. Q9Y2U5. bead flow cytometry, Alexa488-MEK5 binding to MEKK2 WT; actives lie on both sides. binding response (% of control), % at 10 µM. actives 1.1% (n = 290,000); in the data active = binding response below about 67% or above about 130%
GalR3 antag: human GalR3 antagonism; actives 0.44% (n = 360,000); AID 651719; HEK293 GalR3-CNG cAMP membrane potential fluorescence; galR3 body fused to GalR1 C-terminus; inhibition, % at 3 µM;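 active = inhibition above the screen-wide average plus 3 SD, cut at about 13% in these data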;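 note: forskolin and galanin both at EC90 stimulate the cells; cAMP rise reported by CNG channel membrane potential dye signal; 0% = forskolin plus galanin with DMSO and 100% = forskolin alone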
Target sequence (O60755 1-299 limits assumed): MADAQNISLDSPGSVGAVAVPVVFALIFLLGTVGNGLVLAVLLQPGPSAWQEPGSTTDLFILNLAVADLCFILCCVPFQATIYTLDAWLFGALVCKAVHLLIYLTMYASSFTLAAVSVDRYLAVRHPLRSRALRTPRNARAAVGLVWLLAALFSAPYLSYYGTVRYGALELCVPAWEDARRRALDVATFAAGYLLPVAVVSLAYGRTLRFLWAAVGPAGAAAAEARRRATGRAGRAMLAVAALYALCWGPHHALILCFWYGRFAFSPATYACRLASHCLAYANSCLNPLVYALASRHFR
M18AAP inhibitor: blocks P. falciparum M18 aspartyl aminopeptidase; recombinant PfM18AAP, H-Glu-NHMec fluorogenic cleavage; inhibition, % at 7.35 µM; actives 1.2% (n = 290,000); AID 1822;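 active = inhibition above the campaign mean inhibition over all tested compounds plus 3 SD, cut at about 28% in these data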;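 note: 0% = plate median of test compound wells and 100% = 2 mM ZnCl2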
NALP1 yeast inh: NALP1 inhibition; S. cerevisiae NALP1/ASC/caspase-1 growth, X-gal OD620, 72 h; inhibition, % at 10 µM; actives 0.61% (n = 280,000); in the data active = inhibition mostly above about 24%, no sharp cut-off; inactive = mostly below about 32%; note: some compounds called inactive have numbers as strong as hits
OXTR potentiator: human OXTR potentiation | P30559 | CHO-OTR cells, Fluo-8 calcium fluorescence, potentiator mode; 0% = oxytocin EC15, 100% = EC100 | activation, % at 3 µM | actives 0.061% (n = 320,000);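 active = activation above that plate's cutoff, the mean activation of tested compounds plus 3 SD, cut at about 6.6% in these data, passing the limit was not always enough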;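 note: 100% uses oxytocin at 75 nM as the full agonist control; some results filed as inactive read as strong as hits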
Target sequence (P30559 whole entry, looked up): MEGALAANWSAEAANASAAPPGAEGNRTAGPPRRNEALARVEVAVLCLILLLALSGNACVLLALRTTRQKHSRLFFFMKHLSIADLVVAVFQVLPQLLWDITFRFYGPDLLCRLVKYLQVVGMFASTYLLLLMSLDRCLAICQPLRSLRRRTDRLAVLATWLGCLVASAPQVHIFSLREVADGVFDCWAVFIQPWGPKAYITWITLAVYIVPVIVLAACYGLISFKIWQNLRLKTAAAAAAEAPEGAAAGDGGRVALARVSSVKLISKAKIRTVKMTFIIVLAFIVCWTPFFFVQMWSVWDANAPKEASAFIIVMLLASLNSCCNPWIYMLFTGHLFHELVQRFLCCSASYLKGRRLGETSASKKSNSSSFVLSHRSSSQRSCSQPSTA
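assay system = CHO-OTR cells, human receptor | schedule = compound 6 min at room temperature before oxytocin, 100 s read | detection = Fluo-8 intracellular calcium fluorescence, ex 470-495, em 515-575 nm | evaluation = normalized max/min fluorescence ratio, % activation | control set = EC15 oxytocin alone as 0%, 75 nM oxytocin (EC100) as 100%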
OXTR ag: human OXTR agonism; AID 2435; activation, % at 3 µM; P30559; CHO-OTR cells, Fluo-8 calcium fluorescence; normalized: DMSO 0%, oxytocin 100%; actives 0.32% (n = 320,000);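 active = activation above the mean of all tested compounds plus 3 SD, cutoff set per screening run, cut at about 20% in these data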;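 note: peak over basal fluorescence ratio from a 100 s FLIPR kinetic read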
GPR7 antag: human neuropeptides B/W receptor 1 antagonism | P48145 | GPR7-expressing cells, fluorescence antagonist assay | inhibition, % at 4.4 µM | actives 1.1% (n = 290,000) | AID 1861; in the data active = inhibition above about 16%, passing the limit was not always enough;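 note: cells stimulated with the agonist NPW; 0% = agonist with vehicle and 100% = vehicle without agonist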
Target sequence (P48145 whole entry, looked up): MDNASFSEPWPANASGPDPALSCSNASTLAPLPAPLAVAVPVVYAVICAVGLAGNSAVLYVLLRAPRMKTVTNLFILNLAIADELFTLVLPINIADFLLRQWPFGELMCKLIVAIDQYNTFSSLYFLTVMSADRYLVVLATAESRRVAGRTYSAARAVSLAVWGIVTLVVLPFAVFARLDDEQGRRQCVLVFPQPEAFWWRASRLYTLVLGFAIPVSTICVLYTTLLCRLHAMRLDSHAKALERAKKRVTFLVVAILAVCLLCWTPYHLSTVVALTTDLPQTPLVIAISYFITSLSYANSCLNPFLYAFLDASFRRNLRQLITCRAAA
MEKK2 mut-MEK5: signal of MEK5 binding to mutant human MEKK2 PB1 domain. percent response, % at 10 µM. bead flow cytometry, Alexa488-MEK5 binding to MEKK2 mutant. actives 0.35% (n = 290,000); in the data active = percent response above about 24%, passing the limit was not always enough; note: inactives centre near 1; some results filed as inactive read as strong as hits
V1aR counter: counter-screen for oxytocin receptor agonists: human V1a receptor agonists; CHO-V1R cells, Fluo-8 calcium fluorescence, agonist mode; 0% DMSO, 100% 3 nM vasopressin; activation, % at 3 µM; actives 0.25% (n = 320,000);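 active = activation above the mean activation of all tested compounds plus 3 SD, per screening run, cut at about 20% in these data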;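 note: signal is peak over basal fluorescence ratio across a 100 second FLIPR read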
Numbers without * were called inactive; · = not tested or not shown; & = joins results of further samples. Rows were taken by chance; 4.1% or so of the library scored in one or more.

Molecule,MEKK2wt PB1 HTS,OXTR potentiator,GalR3 antag,NALP1 yeast inh,GPR7 antag,M18AAP inhibitor,MEKK2 mut-MEK5,V1aR counter,OXTR ag
CN(C)C(=O)C(Sc1ccc(S(=O)(=O)N2CCCC2)cn1)c1ccccc1 (configuration not stated),·,-2,-5,·,·,·,·,1.6,1.2
COc1cc(N)cc(NC(=O)c2ccncc2)c1,100,2,-4,3,-13,9,0,0.0,-0.7
COc1ccc(-c2ccnc3[nH]n(-c4ccccc4)c(=O)c23)cc1,107,-8,-10,-4,-15,7,6,-0.5,0.0
COC(=O)c1ccc(C(=O)Nc2ccc3nc(-c4ccncc4)[nH]c3c2)cc1,96,-14,-9,5,-4,1,-7,-0.3,-0.9
C/C(=N\NC(=S)NC1CCCCC1)c1ccc(Cl)c(Cl)c1,96,-2,-4,·,1,-18,4,0.5,-0.5
CCOC(=O)Cc1c(C)nc2cc(-c3ccc(C(C)(C)C)cc3)[nH]n2c1=O,102,3,-5,3,-3,-3,4,0.4,0.7
O=C(NCCCN=C1NS(=O)(=O)c2ccccc21)c1ccc(S(=O)(=O)N2CCCCC2)cc1,96,3,-6,10,1,2,-4,0.1,-0.5
Nn1cc(-c2ccccc2)nc1SCC(=O)N1CCN(S(=O)(=O)c2ccccc2)CC1,106,-4,3,4,0,2,0,-0.1,-0.8
CN(c1ccccc1C(=O)Nc1ccc2c(c1)OCCO2)S(C)(=O)=O,98,-1,-3,7,-10,1,-2,0.0,1.1
CCC(C)C(NC(=O)OC(C)(C)C)C(=O)NC(C)C(N)=O (configuration not stated),93,2,-7,0,-5,-12,-6,1.4,0.4
Cc1cc(=O)oc(C)c1C(=O)NCCC(C)C,107,-3,-6,32,2,5,5,-1.2,-0.5
COc1cc2c(cc1OC)C(C1(O)CCCCC1)NCC2 (configuration not stated),102,·,-7,12,1,-8,6,·,·
COc1ccc(Br)cc1CNC(=O)C1CCCN(S(=O)(=O)N2CC(C)CC(C)C2)C1 (configuration not stated),96,-2,-6,10,-1,6,1,-1.0,-1.8
O=C(O)C(O)c1ccccc1 (configuration not stated),97,-1&-1,-1,5,-11,2,-2,1.5&0.8,1.0&0.6
O=C(COc1ccc2ccc(=O)oc2c1)NC1CCS(=O)(=O)C1 (configuration not stated),·,-6,7,·,·,·,·,0.5,0.9
CCc1cccc(NC(=O)CCCN2C(=O)C(c3ccccc3)Oc3cccnc32)c1 (configuration not stated),100,-4,-9,15,-6,-2,3,1.4,1.8
COc1ccc(C(=O)NNC(=S)NC(=O)C(C)(C)C)cc1,99,-12,-8,4,16,3,-4,81*,78*
N#Cc1nc(Cc2ccccc2)oc1NCCCn1ccnc1,103,1,-3,8,-4,0,-1,1.0,1.2
Cc1nnc(NC(=O)C2CCN(S(=O)(=O)c3ccc(F)c(F)c3)CC2)o1,·,2,-4,·,·,·,·,1.2,1.8
CC(C)(C)N(Cc1cc2ccccc2[nH]c1=O)C(=O)c1cccnc1,102,-4,1,-12,-14,4,0,0.8,0.4
O=C1CN(C(=S)Nc2ccc(OC(F)F)cc2)CCN1,79,-2,-7,2,17,4,-15,3.4,0.6
O=C(O)c1ccc(Cn2cc(/C=C\[N+](=O)[O-])c3ccccc32)o1,104,-9,-8,11,1,39*,10,6.7,0.3
COc1ccc(C(=O)CNc2ccccc2Br)cc1,105,-14,-9,7,7,3,5,-0.2,-1.6
O=C(COC(=O)C1CC(=O)N(Cc2ccco2)C1)c1ccc(OC(=O)c2ccccc2)cc1 (configuration not stated),97,-20,-2,12,20,6,3,7.2,3.2
COc1ccc(-c2cc(C(=O)NCCN3CCOCC3)c3ccccc3n2)cc1,112,0,1,0,-4,4,4,0.8,0.2
CSc1cccc(NC(=O)CN(C)S(=O)(=O)c2ccc(F)cc2)c1,101,-5,-4,-7,-10,4,2,1.1,0.3
Cc1ccc(CN(C)CCc2ccccn2)cc1,105,-4,4,16,-15,3,9,0.0,1.2
CCOc1ccc(N(CC(=O)OC)S(=O)(=O)c2ccc3c(c2)n(C)c(=O)c(=O)n3C)cc1,117,-2,3,-3,-16,4,20,0.8,-0.1
COc1ccc(CCNC(=O)C2CCC(=O)N2Cc2ccccc2Cl)cc1OC (configuration not stated),106,1,3,-1,-6,-3,6,0.8,-1.4
O=C1S/C(=C\c2ccccn2)C(=O)N1Cc1ccccc1F,90,-15,0,21,-4,-3,-2,0.6,-1.3

A different layout for part of the listing above:
canonical_smiles: O=C(COC(=O)C1CC(=O)N(Cc2ccco2)C1)c1ccc(OC(=O)c2ccccc2)cc1 (configuration not stated)
  MEKK2wt PB1 HTS: 97
  OXTR potentiator: -20
  GalR3 antag: -2
  NALP1 yeast inh: 12
  GPR7 antag: 20
  M18AAP inhibitor: 6
  MEKK2 mut-MEK5: 3
  V1aR counter: 7.2
  OXTR ag: 3.2

canonical_smiles: COc1ccc(-c2cc(C(=O)NCCN3CCOCC3)c3ccccc3n2)cc1
  MEKK2wt PB1 HTS: 112
  OXTR potentiator: 0
  GalR3 antag: 1
  NALP1 yeast inh: 0
  GPR7 antag: -4
  M18AAP inhibitor: 4
  MEKK2 mut-MEK5: 4
  V1aR counter: 0.8
  OXTR ag: 0.2

canonical_smiles: CSc1cccc(NC(=O)CN(C)S(=O)(=O)c2ccc(F)cc2)c1
  MEKK2wt PB1 HTS: 101
  OXTR potentiator: -5
  GalR3 antag: -4
  NALP1 yeast inh: -7
  GPR7 antag: -10
  M18AAP inhibitor: 4
  MEKK2 mut-MEK5: 2
  V1aR counter: 1.1
  OXTR ag: 0.3

The list continues:
Molecule,MEKK2wt PB1 HTS,OXTR potentiator,GalR3 antag,NALP1 yeast inh,GPR7 antag,M18AAP inhibitor,MEKK2 mut-MEK5,V1aR counter,OXTR ag
CCn1cc([N+](=O)[O-])c(C(=O)Nc2ccn(C34CC5CC(CC(C5)C3)C4)n2)n1,93,-5,-1,31,-12,2,-3,1.5,4.0
S=c1[nH]nc(-c2cccnc2)n1/N=C/C=C/c1ccco1,100,-12,-6,17,-7,19,1,-0.7,-0.7
CC1(C)OC2C(O1)[C@@H](CO)O[C@H]2n1cnc2c(N)ncnc21 (some centres not stated),117,-3,0,·,-14,-2,16,3.2,1.1
O=C(CCc1ccc(S(=O)(=O)NCc2ccccc2)cc1)NCc1ccc2c(c1)OCO2,101,-7,-4,7,-1,-4,5,2.7,2.5
O=C(CSc1ccccn1)Nc1cccc(NC(=O)CSc2ccccn2)n1,100,-14,-9,-4,-6,-8,1,-0.3,2.8
O=C(CN1c2ccccc2Sc2ccccc21)NNC(=S)Nc1ccc(Cl)cc1,96,-12,-6,·,-15,-1,-17,-0.7,-2.5
O=C(COC(=O)CCN1C(=O)C2CC=CCC2C1=O)NCCc1ccc(F)cc1 (configuration not stated),·,-6,0,·,·,·,·,0.2,2.1
N#Cc1ccc(-c2ccccc2)nc1SCC(=O)c1cccc(Cl)c1,99,-12,-5,15,-2,-3,-2,0.5,-0.4
CCCn1nc(C(=O)NCCN2CCOCC2)c2ccccc2c1=O,95,-8,-4,26,-5,-5,-2,-0.1,0.0
C=CCn1c(=O)c2ccccc2n2c(SCc3c(C(=O)OCC)oc4ccccc34)nnc12,98,-3,-2,-1,·,·,2,-0.5,-0.1
CC1CCN(C(=O)c2ccc(S(=O)(=O)N(C)C)cc2)C(C)C1 (configuration not stated),103,-6,-7,5,7,8,0,1.9,1.0
CCOc1cc(NC(=O)C2CC2)c(OCC)cc1NC(=O)c1ccccn1,108,-8,-3,4,-22,-14,5,-0.3,-1.6
Cc1ccccc1-c1nc(CN2CCC(C(=O)NCc3ccco3)CC2)c(C)o1,109,2,·,0,4,1,4,0.2,1.6
COC(=O)/C(=C\Nc1ccc(Oc2ccc(F)cc2F)nc1)NC(=O)c1ccccc1,98,-6,-5,24,-15,1,2,-0.3,0.5
CCN1C(=O)C2(SC(NC(C)=O)=NN2C(C)=O)c2cc(C)ccc21 (configuration not stated),105,-2,-1,9,0,-8,2,0.8,1.7
CCC(=O)N1c2ccc(S(=O)(=O)CCC(=O)Nc3nccs3)cc2CC1C (configuration not stated),102,-2,-2,5,2,-5,-3,0.4,0.0
Cc1noc(C)c1S(=O)(=O)N(C)C[C@H]1Oc2c(NC(=O)Nc3ccccc3)cccc2C(=O)N([C@H](C)CO)C[C@@H]1C,·,1,-3,·,·,·,·,1.4,0.1
CC(=O)Nc1cccc(NC(=O)CSc2nc3c(=O)n(C)c(=O)n(C)c3n2C)c1,·,-7,3,·,·,·,·,-0.3,1.8
CCOc1ccc(N2C(=O)S/C(=C\c3cc(OC)c(OC)c(OC)c3)C2=O)cc1,96,-6,-5,-5,6,-3,-3,-1.2,0.0
CCCOc1ccc(C2c3c(oc4cc(C)c(C)cc4c3=O)C(=O)N2CCCN(C)C)cc1 (configuration not stated),98,-10,3,9,-7,-4,4,0.2,0.0
Cc1ccc(C(=O)NCC(c2ccc(F)cc2)N2CCOCC2)s1 (configuration not stated),·,-3,-3,·,·,·,·,-0.6,-0.9
COc1ccc(CNC(=O)CN(C(=O)c2csnn2)c2cccc3ccccc23)cc1,96,-7,2,25,-6,-7,-3,3.4,7.0
Cc1cccc(NC(=O)CNC(=O)c2cccc(-n3cccc3)c2)c1C,·,-8,-2,·,·,·,·,-1.3,-1.3
Nn1c(SCc2cn3ccccc3n2)nnc1-c1ccncc1,93,-9,-3,-21,-2,0,-2,-0.2,0.7
Cc1ccc2c(C)c(C(=O)N(Cc3cccs3)C3CCS(=O)(=O)C3)oc2c1 (configuration not stated),104,-14,-1,11,-2,0,1,0.8,-0.8
O=C(Nc1nnc(-c2cc(Cl)ccc2Cl)o1)c1ccco1,·,-5,-2,·,·,·,·,0.6,0.1
Cc1ccc(NC(=O)N2CCCc3ccccc32)cc1C,92,-4,3,13,-11,4,-9,0.4,-0.5
c1cncc(-c2cccnc2)c1,99,-9,-1,9,-11,-2,5,-1.0,0.0
COc1cc(/C=C2\CCn3c2nc2cc(C(=O)O)ccc2c3=O)ccc1OC(F)F,98,7,-2,8,-5,-16,-7,1.1,0.0
CCCCN(CCCC)CCCNC(=O)C1CC(c2cc(C(F)(F)F)cc(C(F)(F)F)c2)=NO1 (configuration not stated),110,1,-5,·,·,·,7,-0.1,0.1
O=C(COc1ccccc1)Nc1nnc(-c2ccc(F)cc2)o1,106,-4,-1,9,-19,2,6,0.4,-1.2
CCCn1nnc(NC(=O)c2cc3ccccc3o2)n1,118,-5,-4,-2,-7,0,15,0.3,0.1
CC(O)c1nc2ccccc2n1C(C)c1ccccc1 (configuration not stated),99,5,-5,8,-12,-10,5,0.6,0.3
Cc1cc(O)c(C(C)C)cc1NS(=O)(=O)c1ccccc1,98,-18,-6,22,-13,-141,1,0.7,2.0
O=C(O)/C=C\c1cn(-c2ccccc2)nc1-c1cc2ccccc2o1,100,-14,-7,-5,-5,1,0,2.9,4.7
CCn1ncc(Br)c1C(=O)N(C)C12CC3CC(CC(C3)C1)C2,·,-7,-4,2,-9,8,·,-2.1,-2.2
O=C(O)CN1C(=O)C2C3CC(C2C1=O)C1C(c2ccc(F)cc2)c2sc(=O)[nH]c2SC31 (configuration not stated),86,1,-6,-4,-1,20,-15,1.2,1.1
O=C(NCc1cccnc1)NC(C(F)(F)F)C(F)(F)F,103,-13,4,-2,-12,1,5,2.0,0.1
COc1ccc(COC(=O)CCS(=O)(=O)c2ccc(C)cc2)cc1F,·,-12,0,·,·,·,·,1.5,-0.6
COc1ccccc1CNC(=O)CSc1ccc(-c2ccccn2)nn1,103,-3,-1,1,-6,3,-2,-0.1,-1.8
